Screening results: PubChem, National Center for Advancing Translational Sciences (NCATS)
EPAC2 antag: blocks human EPAC2 exchange factor; Q8WZA2; EPAC2 GEF exchange of Rap1B-BODIPY-GDP, fluorescence; Potency, µM (series often up to 114 µM), without a hit: top-dose activity, negative = inhibition, usual class: inhibitors; actives 0.18% (n = 360,000); also: % is scaled to controls: 0 for no effect and ±100 for the full control effect; nearly all actives have a fitted effect of over 45% in size; many of its hits are not listed in these tables
Target sequence (Q8WZA2 whole entry, looked up): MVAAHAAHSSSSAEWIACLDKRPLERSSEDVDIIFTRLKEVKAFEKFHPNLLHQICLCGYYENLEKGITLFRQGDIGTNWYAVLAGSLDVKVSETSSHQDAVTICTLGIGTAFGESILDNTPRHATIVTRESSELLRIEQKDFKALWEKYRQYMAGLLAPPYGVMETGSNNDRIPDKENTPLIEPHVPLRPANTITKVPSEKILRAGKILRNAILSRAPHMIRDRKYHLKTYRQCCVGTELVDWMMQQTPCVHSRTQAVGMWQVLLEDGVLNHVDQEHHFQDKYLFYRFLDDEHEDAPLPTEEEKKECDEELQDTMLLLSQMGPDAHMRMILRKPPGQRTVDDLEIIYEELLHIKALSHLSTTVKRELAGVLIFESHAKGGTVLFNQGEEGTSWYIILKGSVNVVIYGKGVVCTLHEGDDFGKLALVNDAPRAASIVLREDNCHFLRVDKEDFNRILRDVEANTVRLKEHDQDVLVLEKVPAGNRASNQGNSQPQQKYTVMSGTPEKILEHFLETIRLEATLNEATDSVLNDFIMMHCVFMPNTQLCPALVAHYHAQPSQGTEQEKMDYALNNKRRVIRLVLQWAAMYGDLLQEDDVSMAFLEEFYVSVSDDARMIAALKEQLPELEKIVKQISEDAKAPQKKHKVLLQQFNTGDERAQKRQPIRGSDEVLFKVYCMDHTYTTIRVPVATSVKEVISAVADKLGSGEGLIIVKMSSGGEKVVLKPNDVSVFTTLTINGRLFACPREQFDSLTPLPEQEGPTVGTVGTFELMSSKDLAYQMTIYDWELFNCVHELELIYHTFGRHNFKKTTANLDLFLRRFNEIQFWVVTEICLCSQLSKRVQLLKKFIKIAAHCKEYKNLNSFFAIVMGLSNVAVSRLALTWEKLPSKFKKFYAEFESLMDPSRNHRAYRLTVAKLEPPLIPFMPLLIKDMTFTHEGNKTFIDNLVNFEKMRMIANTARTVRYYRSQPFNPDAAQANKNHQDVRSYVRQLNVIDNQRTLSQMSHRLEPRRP
Nrf2 inh: blocks Nrf2 signaling; Potency, µM (top dose mostly 46 µM), for inactives: top-dose activity change, negative = inhibition, usual class: inhibitors; actives 2.1% (n = 360,000); AID 504444; A549 ARE-Fluc reporter, luciferase luminescence, 18-24 h; also: % is scaled to controls: 0 for no effect and ±100 for the full control effect; nearly all actives have a fitted effect of over 60% in size
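Two sequential reads on A549 ARE_Fluc cells exposed to compound for 18-24 h: a CellTiter-Fluor fluorescence read for viability, then a luciferase luminescence read for Nrf2/ARE activity.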
HepG2 viability: HepG2 cytotoxicity, counter-screen for TGF-b inhibitors. HepG2 CAGA-GFP viability, ATP luminescence, 18 h. Potency, µM (series often up to 46.1 µM), for inactives: top-dose activity change, negative = cytotoxicity, actives largely listed as cytotoxic. actives 0.76% (n = 410,000). AID 588856; also: some results filed as inactive show a strong effect at the top dose
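CellTiter-Glo luminescence gave cytotoxicity after 18 hours at 37 degrees C. The cells were HepG2 CAGA-GFP in 1% FBS DMEM, stimulated with 500 pg/mL TGF-beta after compound addition. %Activity was normalised to no-cell wells (complete cell-killing) and DMSO (no toxicity), and curves were fitted and classified.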
ATXN viability: viability counter-screen for ATXN expression inhibitors. S2 cells (HEK-293 line with an ATXN2-luciferase reporter) viability, CellTiter-Fluor protease fluorescence, 24 h. Potency, µM (titrated, usually from 56.7 µM), hits mostly cytotoxic. actives 0.49% (n = 400,000); also: nearly all actives have a fitted effect of over 40% in size
Nrf2 ARE act: activates Nrf2 signaling; actives 0.31% (n = 410,000); Potency, µM (highest dose often 46.1 µM), for inactives: at the top dose activation, usual class: activators; AID 624171; AREc32 ARE-luciferase reporter (MCF7-derived line), luminescence, 24 h; also: % of control where 0% means no effect; nearly all actives have a fitted effect of over 65% in size
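ARE-driven firefly luciferase activity in AREc32 cells measured after a 24 hr compound exposure at 37 deg C, using Steady-Glo reagent and a 30 min room-temperature hold.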
TGFb inhibitor: blocks TGF-b signaling; actives 1.2% (n = 410,000); Potency, µM (series often up to 46.1 µM), for the others: top-dose activity, negative = inhibition, actives largely listed as inhibitors; HepG2 CAGA-GFP TGF-b/SMAD3 reporter, GFP fluorescence, 18 h; TGF-beta stimulated, 500 pg/mL final; also: % is scaled to controls: 0 for no effect and ±100 for the full control effect; nearly all actives have a fitted effect of over 65% in size
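First, reporter cells (HEPG2 CAGA-GFP) rested 2 h at 37 degrees C. Next, compounds were pinned in and TGF-beta added to 500 pg/mL final. After 18 h, GFP was imaged per cell and summed per well.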
A549 tox: counter-screen for Nrf2 inhibitors: cytotoxicity in A549 cells; A549 ARE-Fluc cells, CellTiter-Fluor viability, 18-24 h; Potency, µM (top dose mostly 46 µM), for the others: at the top dose activity change, negative = cytotoxicity, actives largely listed as inhibitors; actives 0.16% (n = 390,000); AID 504648; also: % is scaled to controls: 0 for no effect and ±100 for the full control effect
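Cytotoxicity counterscreen: CellTiter-Fluor fluorescence was measured in A549 ARE_Fluc cells after 18-24 h of compound exposure in a concentration series. The subsequent BugLite luminescent read reports ARE-luciferase activity.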
ATXN2 expr inh: reduces ATXN2 reporter expression in HEK-293 cells. HEK-293 ATXN2-luciferase reporter, luminescence, 24 h. Potency, µM (series often up to 57 µM), for inactives: at the highest dose activity change, negative = inhibition, most hits filed as inhibitors. actives 0.72% (n = 360,000); also: % is scaled to controls: 0 for no effect and ±100 for the full control effect; nearly all actives have a fitted effect of over 55% in size
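qHTS (up to 57 uM final) was run with 24 h compound exposure of reporter cells at 37 °C. Each well was multiplexed: SteadyGlo luminescence measured ATXN2-luciferase expression after a fluorogenic Gly-Phe-AFC viability readout (25 uM final).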
MCF10A rereplic: DNA re-replication induction in MCF 10a cells; MCF 10A DNA re-replication, Hoechst nuclear intensity, 48 h; Potency, µM (doses to about 46.1 µM), without a hit: at the top dose activity, positive = re-replication, most hits filed as activators; actives 2.9% (n = 350,000); also: % of control where 0% means no effect; nearly all actives have a fitted effect of over 50% in size
* = called active by the depositor; i = inactive; ? = inconclusive; . = no result given; [ ] = another dose, or the depositor's remark. Calls follow the shape of the dose curve; as a rule, active = well fitted curve in the direction sought with a large enough effect; inconclusive = small, poorly fitted or top-dose-only effect, or another doubt; inactive = no such curve, though single readings can be large; an effect the other way counts as inactive or inconclusive. Potency is read from the fitted curve at half-maximal effect. Some of the compounds tested, so the mix of outcomes need not match the whole.

Keys: A = EPAC2 antag; B = Nrf2 inh; C = HepG2 viability; D = ATXN viability; E = Nrf2 ARE act; F = TGFb inhibitor; G = A549 tox; H = ATXN2 expr inh; I = MCF10A rereplic
COc1ccc(-c2nn(-c3ccccc3)cc2C(=O)N(C)CC(=O)Nc2ccccc2Br)cc1
  A: -6%; B: 13%; C: -15%; D: i; E: -0.4%; F: -17%; G: -2%; H: -11%; I: ?
Cc1noc(C)c1-c1ccc(C(=O)NCCN2CCOCC2)c2occc12
  A: 1%; B: .; C: 0%; D: i; E: 21%; F: 35%[activator]; G: .; H: 41%[activator]; I: .
CC(=O)c1ccc(N2CCN(C(=S)NCc3ccco3)CC2)cc1
  A: -4%; B: -21%; C: 1%; D: i; E: -0.3%; F: -3%; G: 10%; H: -15%; I: -4%
O=C(c1ccc2c3c(cccc13)CC2)C1CCCN(C(=O)c2ccc(=O)[nH]c2)C1 (stereo not drawn)
  A: 5%; B: -3%; C: -14%; D: i; E: -0.1%; F: 2%; G: -1%; H: -25%; I: 1%
CSc1ncc(CN2CCCC(C(=O)Nc3ccc(-c4ccco4)cc3)C2)cn1 (stereo not drawn)
  A: 2%; B: -2%; C: 30%; D: i; E: ?; F: 22%; G: 0%; H: .; I: ?
S=c1[nH]nc(COc2ccccc2)n1-c1ccccc1
  A: 15%; B: -4%; C: 0%; D: i; E: -0.7%; F: -4%; G: -4%; H: -1%; I: 16%
COc1ccc2oc(C(=O)NN3C(C)CCCC3C)c(C)c2c1 (stereo not drawn)
  A: 0%; B: 12%; C: 9%; D: i; E: -0.5%; F: 1%; G: -1%; H: -3%; I: 2%
CC1CCN(C(C(=O)NC2CCCCC2)c2cc3c(cc2[N+](=O)[O-])OCO3)CC1 (stereo not drawn)
  A: 5%; B: 18%; C: 3%; D: i; E: 0.1%; F: -19%; G: -5%; H: 7%; I: -79%[inhibitor]
Cc1cc(C(F)(F)F)nc(SCC(=O)Nc2cc(C)on2)n1
  A: 11%; B: ?; C: 4%; D: i; E: 0.3%; F: -1%; G: 13%; H: 14%; I: 3%
COc1ccc(NS(=O)(=O)c2ccc3c(c2)N(C(C)=O)CCO3)cc1
  A: -9%; B: -2%; C: -32%; D: i; E: 1.9%; F: -6%; G: 8%; H: .; I: ?
COc1ccccc1CN1C(=O)C(=O)c2cccc(C)c21
  A: .; B: 9%; C: 1%; D: .; E: -0.7%; F: 4%; G: 0%; H: .; I: .
CCOC1(c2ccccc2)CC1C(=O)N/N=C/c1cccc([N+](=O)[O-])c1 (stereo not drawn)
  A: 10%; B: 18µM*; C: 15%; D: i; E: 9.1%; F: ?; G: -8%; H: -7%; I: 4%
CCCCCOC(=O)C1=C(C)N(C)C(=O)NC1c1cc(Br)c(O)c(OC)c1 (stereo not drawn)
  A: -6%; B: 4%; C: -2%; D: ?; E: 1.8%; F: 16%; G: 1%; H: -2%; I: -2%
COc1ccc(Cn2c(=O)c3oc4ccccc4c3n(CC(=O)Nc3cc(C)cc(C)c3)c2=O)cc1
  A: .; B: 6%; C: 7%; D: .; E: 0.4%; F: 0%; G: 7%; H: .; I: .
Cc1cc(-n2c(C)cc(C(=O)CSc3nnc4sc5ccccc5n34)c2C)no1
  A: 16%; B: -24%; C: 7%; D: i; E: 3.2%; F: 12%; G: -4%; H: 5%; I: 22%
CCSc1nc(=S)n(CC)c(C)c1C(C)=O
  A: 3%; B: .; C: -4%; D: i; E: 0.3%; F: ?; G: -1%; H: -1%; I: -7%
CN1CCN(C(=O)CCCN2C(=O)/C(=C/c3cccc(Br)c3)SC2=S)CC1
  A: -4%; B: ?; C: -27%; D: 11µM*; E: 13µM*; F: ?; G: ?; H: ?; I: 23µM*
COc1ccc(C(=O)OCC(=O)Nc2sccc2C(N)=O)cc1OC
  A: 6%; B: -24%; C: 1%; D: i; E: 2.9%; F: 18%; G: -3%; H: 13%; I: -1%
C/C(N)=C(/C#N)C(=O)CSc1nc2scc(-c3ccc(F)cc3)c2c(=O)n1C
  A: -5%; B: -10%; C: -30%; D: i; E: 0.3%; F: -1%; G: 0%; H: 0%; I: -14%
O=C(Nc1ccc(Br)cc1)c1ccc(N2C(=O)C3CC=CCC3C2=O)cc1 (stereo not drawn)
  A: 5%; B: -18%; C: 0%; D: i; E: 0.4%[9.22 µM]; F: -3%; G: -5%; H: -7%; I: -4%
O=C(Nc1nc2ccc([N+](=O)[O-])cc2s1)c1ccc(S(=O)(=O)N2CCCc3ccccc32)cc1
  A: 2%; B: ?; C: 2%; D: .; E: 0.2%; F: ?; G: 9.2µM*; H: 13µM*; I: 2.6µM*
COc1ccc(S(=O)(=O)N2CCCCC2)cc1NC(=O)c1ccco1
  A: 13%; B: 10%; C: -5%; D: ?; E: 0.2%; F: 0%; G: 1%; H: 3%; I: 0%
COC(=O)c1c(NC(C)=O)sc(Cc2ccccc2)c1C
  A: -5%; B: -8%; C: -32%; D: i; E: 2.5%; F: 5%; G: 9%; H: -5%; I: 5%
CC1CCCN(C(=O)CNC(=O)c2sc3ccccc3c2Cl)C1 (stereo not drawn)
  A: -7%; B: ?; C: -18%; D: i; E: 0.1%; F: -9%; G: 2%; H: 51%[activator]; I: 81%
CN1C(=O)SC(Nc2ccccc2C(=O)O)C1=O (stereo not drawn)
  A: 12%; B: 6%; C: 11%; D: i; E: -0.2%; F: -11%; G: 1%; H: 26%; I: 1%
CCn1nnc(NC(=O)Cc2ccc(Cl)cc2)n1
  A: 2%; B: -2%; C: 3%; D: ?; E: 0.3%; F: 13%; G: -13%; H: -16%; I: -1%
CC1CCN(C(=O)c2[nH]cnc2C(=O)N[C@@H](CCCCNC(=O)OC(C)(C)C)C(=O)OC(C)(C)C)CC1
  A: -9%; B: -10%; C: -13%; D: i; E: 0.2%; F: -22%; G: 3%; H: -8%; I: ?
Cc1csc(NC(=O)CSc2nc(C)nc3c2c(=O)n(C)c(=O)n3C)n1
  A: 5%; B: ?; C: -28%; D: ?; E: 0.4%; F: -11%; G: -4%; H: -16%; I: 11%
Cc1ccccc1SCC(=O)OCC(=O)Nc1sccc1C(N)=O
  A: 4%; B: 16%; C: 9%; D: i; E: -0.2%; F: 9%; G: 6%; H: 0%; I: 3%
N#Cc1ccc(C(=O)NCC(c2ccco2)N2CCCC2)cc1 (stereo not drawn)
  A: 11%; B: 26%; C: 4%; D: i; E: 0.1%; F: -5%; G: 1%; H: -5%; I: -7%
N#CC1=C(N)Oc2n[nH]c(-c3ccccc3)c2C1c1cccnc1 (stereo not drawn)
  A: 11%; B: 14%; C: -31%; D: i; E: 9.6%; F: -9%; G: 0%; H: -9%; I: 5%
Cc1ccc(C(=O)NC(C(=O)OCc2cn3cc(Cl)ccc3n2)C(C)C)cc1 (stereo not drawn)
  A: -5%; B: 0%; C: -35%; D: ?; E: -0.4%; F: ?; G: -1%; H: -14%; I: 19%
CC1(C)C(CC2OCC(CN3CCCCC3)O2)[C@H]2CC[C@@H]1C2 (stereo partly drawn)
  A: 13%; B: 1%; C: -5%; D: i; E: -0.3%; F: 5%; G: -6%; H: .; I: 1%
Cc1ccc(NC(=O)O/N=C/c2ccc(F)cc2)cc1
  A: 3%; B: 5%; C: -8%; D: i; E: 4.3%; F: 7%; G: 0%; H: .; I: 4%
COC(=O)NCC(c1cccnc1)N1CCN(c2ccc(F)cc2)CC1 (stereo not drawn)
  A: .; B: ?; C: -5%; D: i; E: -1.4%; F: 3%; G: ?; H: -4%; I: .
CC(C)CC(COCc1ccc([N+](=O)[O-])cc1)N1CCN(C(=O)c2ccc(C(F)(F)F)cc2)CCC1=O (stereo not drawn)
  A: -5%; B: ?; C: -4%; D: ?; E: 6.8%; F: ?; G: -20%; H: ?; I: ?
CC(C)(C)c1cc(NCc2ccccn2)n2ncc(-c3ccccc3)c2n1
  A: ?; B: ?; C: -32%; D: i; E: 5.1%; F: 14µM*; G: -18%; H: -34%; I: ?
COCCCNCCOCCOc1ccc(Cl)cc1Br
  A: 16%; B: ?; C: -35%; D: i; E: 4.0%; F: -6%; G: 11%; H: -25%; I: ?
COc1ccc(C2c3c(oc4ccccc4c3=O)C(=O)N2Cc2ccc3c(c2)OCO3)cc1 (stereo not drawn)
  A: .; B: 8%; C: -25%; D: i; E: -0.9%; F: 4%; G: 2%; H: 5%; I: .
O=C(CSc1nnc2ccccn12)Nc1ccccc1Cl
  A: -4%; B: ?; C: -8%; D: i; E: 1.3%; F: 3%; G: 4%; H: 12%; I: -18%
CC(=O)Nc1ccc(S(=O)(=O)NCCSCc2ccc(Cl)cc2Cl)cc1
  A: 1%; B: 9.2µM*; C: -58%; D: i; E: -0.7%; F: 0%; G: -4%; H: -16%; I: 13µM*
Cc1ccc(C(=O)CCC(=O)NC2CCCC(C)C2C)cc1 (stereo not drawn)
  A: -1%; B: -7%; C: 3%; D: i; E: -0.8%; F: 0%; G: 3%; H: 3%; I: 4%
COC(=O)c1[nH]c2c(c1C)C(=O)CC(c1ccc(OC)c(OC)c1)C2 (stereo not drawn)
  A: 3%; B: ?; C: 17%; D: i; E: -0.4%; F: 0%; G: -4%; H: -15%; I: -3%
CCn1ncc(Br)c1C(=O)NC(C)c1ccccc1 (stereo not drawn)
  A: 1%; B: -7%; C: -15%; D: i; E: -1.6%; F: 7%; G: 0%; H: -5%; I: -3%
COc1ccc(CCN(Cc2ccccn2)C(=S)Nc2cccc(C)c2)cc1OC
  A: 2%; B: 6%; C: 5µM*; D: ?; E: -0.1%; F: -6%; G: 1%; H: -9%; I: 0%
COc1ccc(CCNC(=O)Nc2cc(F)c(F)cc2Cl)cc1OC
  A: -2%; B: ?; C: -1%; D: ?; E: -1.0%; F: -25%; G: -23%; H: ?; I: -1%
CC(Nc1ccc(Br)cc1)C(=O)N/N=C/c1ccccc1OCc1ccccc1 (stereo not drawn)
  A: 0%; B: ?; C: -3%; D: i; E: -0.3%; F: -2%; G: ?; H: -2%; I: 13%

Records listed so far marked active in TGFb inhibitor.
Structure	EPAC2 antag	Nrf2 ARE act	TGFb inhibitor
CC(C)(C)c1cc(NCc2ccccn2)n2ncc(-c3ccccc3)c2n1	?	5.1%	14µM*
